# dFosB act – enhances mouse delta FosB homodimer DNA binding; P13346; 340,000 tested, 0.99% active; purified delta FosB, TAMRA-CDK5 oligo fluorescence polarization; percent of positive-control signal above neutral wells; activation, % at 25 µM;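 active = mean activation above about 17%, with every replicate also reaching it, limit read from the data, passing the limit was not always enough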;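 also: fluorescence polarization rise as delta FosB binds a TAMRA Cdk5 AP-1 oligo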
# CDK5 inh – inhibitors of human CDK5/p35 kinase | 330,000 tested, 0.01% active | AID 488839 | Recombinant CDK5/p35, ADP-Glo luminescence, 60 min | inhibition, % at 10 µM;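 active = highest replicate inhibition of at least 50% and at least 75% of replicates reaching 50%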;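 also: plate controls were DMSO neutral control for no effect and GW8510 at 10 µM for full effect; many of its hits are not listed in these tables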
# Target sequence (Q00535 whole entry, looked up): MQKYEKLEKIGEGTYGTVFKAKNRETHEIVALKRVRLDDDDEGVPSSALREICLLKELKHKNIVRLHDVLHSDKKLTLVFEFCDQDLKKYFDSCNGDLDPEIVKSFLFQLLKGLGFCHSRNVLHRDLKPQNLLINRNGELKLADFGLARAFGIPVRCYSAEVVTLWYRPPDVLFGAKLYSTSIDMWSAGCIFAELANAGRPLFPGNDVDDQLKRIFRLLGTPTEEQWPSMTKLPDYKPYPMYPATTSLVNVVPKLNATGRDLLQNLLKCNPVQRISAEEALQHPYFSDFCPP
# Target sequence (Q15078 whole entry, looked up): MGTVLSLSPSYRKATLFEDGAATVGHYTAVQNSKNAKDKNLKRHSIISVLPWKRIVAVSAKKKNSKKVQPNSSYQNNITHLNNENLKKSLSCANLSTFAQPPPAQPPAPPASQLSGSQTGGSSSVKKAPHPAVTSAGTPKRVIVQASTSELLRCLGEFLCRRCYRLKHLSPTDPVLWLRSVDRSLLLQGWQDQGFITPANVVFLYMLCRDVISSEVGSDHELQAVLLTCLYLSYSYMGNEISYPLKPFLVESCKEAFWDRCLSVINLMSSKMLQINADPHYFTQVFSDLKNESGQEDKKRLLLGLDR
# RTF Ca sens inh – cardiac RTF calcium desensitization; IANBD-labeled cardiac RTF, Ca2+ fluorescence; inhibition, % at 7.15 µM; 340,000 tested, 0.12% active;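 active = inhibition above the mean inhibition of all tested compounds plus 3 SD, cut at about 17% in these data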;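 also: assay run at fixed EC70 calcium of 1.6 mM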
# NSD2 inh – inhibitors of human histone methyltransferase NSD2; AID 743445; NSD2 peptide methylation, AlphaScreen, 120 min; O96028; inhibition, % at 12.5 µM; 310,000 tested, 0.54% active; in the data active = inhibition above about 50%
# PvdQ acylase – blocks Pseudomonas aeruginosa PvdQ acylase activity. purified PvdQ acylase, fluorescence plate reader. inhibition, % at 10 µM. 340,000 tested, 0.063% active; in the data active = inhibition above about 30%, passing the limit was not always enough;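 also: 0% = vehicle neutral wells and 100% = reference inhibitor wells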
# RTF Ca sens act – cardiac RTF calcium sensitization | activation, % at 7.2 µM | IANBD-labeled TnC RTF fluorescence at EC20 calcium; 0% EC20 calcium, 100% full calcium | P19429+P45379 | 340,000 tested, 0.24% active | AID 493008;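 active = activation above the mean over all tested compounds plus 3 SD, cut at about 30% in these data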;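 also: rise in fluorescence read as greater calcium sensitivity of cardiac thin filaments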
# C-LANA FP – KSHV C-LANA DNA binding inhibition | MBP-C-LANA/FAM-LBS DNA binding, fluorescence polarization | inhibition, % at 9 µM | 340,000 tested, 0.078% active;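 active = highest replicate inhibition at or above 60% at 9 µM, even if other replicates fall short; inactive = all replicates below 60% inhibition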;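 also: 0% = neutral control wells and 100% = 4 µM acridine orange control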
# PfHsp90 yeast 2 – reduces growth (ATP signal) of yeast expressing P. falciparum Hsp90 | S. cerevisiae expressing PfHsp90, BacTiter-Glo ATP, 48 h; yeast lacking PDR1 and PDR3 efflux regulators | inhibition, % at 9.4 µM | 310,000 tested, 0.32% active;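 active = every replicate shows inhibition above about 80%, whatever the replicate mean, limit read from the data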;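 also: 0% = DMSO neutral controls and 100% = 20 µM radicicol positive controls; yeast relying on Plasmodium falciparum Hsp90 in place of its own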
# SUMO Mot1 rescue – blocks SUMOylation pathway, rescuing yeast Mot1-301 growth; S. cerevisiae Mot1-301 growth rescue, ATP luminescence, 38.5C; percent above DMSO median, 100 means doubled; growth rescue, % at 18.8 µM; 320,000 tested, 1% active;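 active = every valid replicate shows activation above 250% relative to neutral control wells; inactive = the rest, any valid replicate at or below 250%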;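 also: OY570 slx delta 5 strain wells were the positive control but not used for scaling; some compounds called inactive have numbers as strong as hits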
# Keap1-Nrf2 PPI – disrupts human Keap1 binding to Nrf2 peptide | Q14145 | Keap1 Kelch-Nrf2 peptide fluorescence polarization, 1536-well | inhibition, % at 9.4 µM | 340,000 tested, 0.15% active | AID 504523; in the data active = inhibition above about 12%;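 also: human Keap1 Kelch domain with fluorescein labeled Nrf2 9mer peptide probe; 0% = neutral control wells and 100% = peptide positive control; higher means more block of Keap1 binding to Nrf2 peptide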
# Rtt109 HAT inh – blocks Candida albicans Rtt109/Vps75 acetyltransferase activity; purified Rtt109/Vps75, ThioGlo CoA-SH fluorescence, 4 h; Q5AAJ8; 330,000 tested, 0.16% active; inhibition, % at 34.9 µM;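 active = inhibition of at least 50% in every replicate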
# Target sequence (Q5AAJ8 whole entry, looked up): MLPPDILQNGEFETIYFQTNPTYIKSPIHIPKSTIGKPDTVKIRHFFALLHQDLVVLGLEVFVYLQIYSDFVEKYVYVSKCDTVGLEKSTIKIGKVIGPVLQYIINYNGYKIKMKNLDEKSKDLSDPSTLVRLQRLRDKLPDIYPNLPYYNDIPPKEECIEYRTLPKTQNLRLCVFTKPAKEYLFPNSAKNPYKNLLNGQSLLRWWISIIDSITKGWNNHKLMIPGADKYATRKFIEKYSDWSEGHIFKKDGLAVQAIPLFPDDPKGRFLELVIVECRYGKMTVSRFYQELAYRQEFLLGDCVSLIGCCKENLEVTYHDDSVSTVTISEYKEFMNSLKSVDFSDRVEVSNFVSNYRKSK
# * = called active by the depositor; nt = not tested or not shown; + = active, no number.
SMILES,dFosB act,CDK5 inh,RTF Ca sens inh,NSD2 inh,PvdQ acylase,RTF Ca sens act,C-LANA FP,PfHsp90 yeast 2,SUMO Mot1 rescue,Keap1-Nrf2 PPI,Rtt109 HAT inh
COC(=O)CC(N)c1ccc(Br)cc1 (stereo not given),1,-1.1,-10,22,6,2,0.4,-3,-8,-4,14
O=C(CNC(=O)/C(=C/c1ccccc1)NC(=O)c1ccc(Br)cc1)OCc1ccccc1,8,-2.3,-18,-1,-13,0,3.3,-9,14,-3,-3
O=C(N1CCOCC1)N1CCCN(C(=O)N2CCOCC2)CC1,1,2.8,4,0,-5,0,1.4,-28,-1,-2,-25
S=C(NCCN1CCOCC1)Nc1cccc2ccccc12,-1,-1.0,-5,0,-6,-2,-0.4,5,1,-1,-3
COc1ccc(-n2c(CNc3ccc(C)cc3)nnc2SCC(=O)Nc2nc(-c3ccccc3)cs2)cc1,-12,-0.2,-1,-3,-4,1,-1.7,-9,2,1,6
O=C(O)CCCC(=O)N1CC(=O)Nc2ccccc21,0,-1.3,1,-1,-10,-3,-1.9,-11,nt,-9,10
Cc1ccccc1S(=O)(=O)Cc1ccc(C(=O)NCCCN2CCCC2)o1,0,-1.3,-5,1,-2,2,2.1,20,40,0,-1
O=C(CSCc1c(F)cccc1Cl)NNC(=S)NC1CCCCC1,-1,1.6,3,-2,-9,2,0.3,-39,-4,-6,13
CCC1CCCCN1C(=O)c1ccc(OC)c(OC2CCN(C(C)C)CC2)c1 (stereo not given),-5,0.1,6,5,8,-8,-0.4,22,75,0,2
Cc1cccc(-c2cc3nc(C)c(C)c(NCCCn4ccnc4)n3n2)c1,-9,-1.2,-2,4,-7,-5,-0.3,16,-1,-7,24
COc1cccc(N2CC(NS(=O)(=O)c3cccnc3)CC2=O)c1 (stereo not given),-1,-6.2,-4,0,-5,5,1.8,nt,-5,-7,-13
O=C(CNS(=O)(=O)c1c(Cl)cccc1Cl)OCC(=O)N1CCN(c2ccccc2)CC1,-5,0.8,0,1,4,3,-2.1,11,-9,-2,-3
Cc1ccc(S(=O)(=O)NC(=O)Nc2cccc(S(=O)(=O)N(C)C)c2)cc1,1,0.9,-4,-1,-6,-1,1.3,-2,17,-7,-5
O=C(O)c1ccccc1-n1cnnn1,0,-1.1,1,0,-3,5,-0.9,-20,-3,-3,1
CCCCCCCNC(=O)C1(CC2CC(c3ccc(Cl)cc3)=NO2)CCN(C(=O)CCCCCBr)CC1 (stereo not given),-1,-2.4,-4,nt,16,-3,1.7,-14,28,0,15
Cc1nc2sc(C(c3cccc(F)c3)N3CCCCC3)c(O)n2n1 (stereo not given),1,0.8,5,-8,-6,0,1.5,20,5,0,-1
O=C(C[C@H]1C/C=C\C[C@@H](NC(=O)OCC2c3ccccc3-c3ccccc32)C(=O)O[C@@H](c2ccccc2)CNC1=O)N[C@H](CO)Cc1ccccc1,-3,0.2,-9,nt,-1,0,2.6,-14,14,-4,-7
C=C[C@@H]1c2cccc(C)c2N(S(=O)(=O)c2ccc(C)cc2)[C@H](c2ccc(OC(C)=O)cc2)C1(C#N)C#N,-15,-2.8,-10,nt,-1,-2,-1.5,-61,16,-8,2
O=C(NCc1ccc(N2CCCC2=O)cc1)Nc1cccc(Cl)c1,-7,1.8,-1,-3,-5,4,-1.2,0,12,-5,-1
Cc1onc(-c2ccccc2Cl)c1C(=O)NCc1ccccc1F,-8,-0.2,-5,nt,-18,1,1.1,11,134,4,-15
O=C(O)c1cccc(C(=O)O)c1,-3,-0.7,-9,nt,-9,11,-1.9,23,384*,-7,1
COc1ccc(Cl)cc1NC(=O)C12CCC(C)(C(=O)O1)C2(C)C (stereo not given),-3,-1.1,1,23,0,-8,-0.2,nt,-1,-2,-4
O=C(O)c1ccc(/C=N/N2CCN(Cc3ccccc3)CC2)cc1,-3,-0.5,0,0,-6,8,1.7,-1,-19,-1,1
CS(=O)(=O)N(CCc1ccccc1)CC(=O)N1CCCCC1,0,-2.1,-3,-2,9,1,-1.6,-6,46,0,5
O=C(Nc1cc2c(cc1Cl)OCCCO2)c1ccco1,4,-8.8,14,-2,-13,0,-0.7,-20,17,-4,1
Cc1cc(C)c(S(=O)(=O)Nc2ccccc2-c2ccccc2)c(C)c1,-2,0.6,2,-5,-7,6,1.0,28,141,-4,5
Fc1ccc(C2=Nn3c(nnc3-c3ccco3)SC2)cc1,-10,-0.8,2,-2,1,8,1.0,-23,28,1,5
N#CCCN1CCN(C(=O)c2c(N)no[n+]2[O-])CC1,-4,-2.0,1,-6,-11,10,-2.7,28,-14,-7,1
CCOC(=O)Nc1sc2c(c1C(N)=O)CCC(C)C2 (stereo not given),4,0.0,-6,-2,-8,-1,0.4,3,8,-4,1
COc1ccc(CNC(=O)COC(=O)C2CC3C=CC2C3)cc1 (stereo not given),6,0.1,-6,1,-13,-7,-2.2,-4,248,-3,-10
Cc1ccc(NC(=O)C2CCN(c3cnccn3)CC2)cc1C,-2,1.1,-7,-1,-12,10,1.8,-31,317,-3,-10
COc1ccc(N2CC(NC(=O)NCC(C)C)CC2=O)cc1 (stereo not given),-1,-2.0,5,0,-13,5,2.1,6,2,-1,2
CCCCC(=O)Nc1nc2ccc3nc(C)sc3c2s1,-24,2.8,-2,nt,-9,-6,-0.2,19,83,0,-3
Cc1ccc(N=C/C(C(=O)C(F)(F)F)=C(\O)c2ccco2)cc1Cl,-5,0.1,-4,0,-12,3,-0.4,-64,14,-4,-11
CCc1ccc(CNC(=O)CCCn2nc(C)n3ccnc3c2=O)cc1,-5,-0.2,-8,nt,-10,3,-0.3,-11,-6,-3,-7
O=S(=O)(/N=C(/Nc1ccc(Cl)cc1Cl)c1ccccc1)c1cccs1,-3,-3.0,-6,-4,-9,0,-2.0,0,-14,-1,-3
Cc1occc1-c1nnc(SCC(=O)NC2CCCC2)n1C,0,-3.8,1,-7,-14,8,1.6,8,-6,-5,5
S=C(NCc1ccccc1)Nc1nccs1,-7,2.9,-2,0,-9,4,1.0,1,172,-4,-1
Cc1c(Br)c([N+](=O)[O-])nn1CCCC(=O)Nc1c(C)n(C)n(-c2ccccc2)c1=O,0,-0.4,1,3,-11,-3,-0.2,-4,-8,-3,-7
O=C(COc1ccccc1)N/N=C/c1ccc([N+](=O)[O-])o1,0,-0.8,-11,1,-15,5,5.1,-14,7,-1,-1
COc1ccc(OC)c(/C=N/NC(=O)c2cccc3ccccc23)c1,-4,-0.6,-7,5,-6,-2,10,8,9,1,-15
Cc1cc(C)n2nc(C(=O)OCC(=O)N3CC(C)CC(C)C3)nc2n1 (stereo not given),-9,1.4,-13,2,-10,5,0.9,nt,0,-4,-2
O=C(NCc1ccccn1)c1ccc(Cl)c(S(=O)(=O)Nc2ccccc2C(=O)NCc2ccccn2)c1,-2,-0.1,-7,-3,-8,1,-1.5,-4,-3,-1,-5
Cc1onc(-c2ccccc2Cl)c1C(=O)N1CCCCC1C (stereo not given),0,-0.6,-2,3,-2,0,0.0,-15,176,-5,-2
CC(=O)CCc1ccc(OCC(O)CNC2CCCc3ccccc32)cc1 (stereo not given),-1,-2.4,-28,-1,1,-8,0.3,-3,9,-3,5
Cc1ccc(OCc2nc(-c3cccnc3)no2)cc1C,-3,0.2,-3,2,-4,-3,0.4,2,-8,1,-3
CCOc1ccc(OCC)c(NC(=O)CSCCc2ccccn2)c1,1,3.4,6,nt,5,5,0.3,-27,4,-2,17
CCN(Cc1ccccc1)S(=O)(=O)c1ccc(OC)cc1,0,1.1,-1,5,-13,0,0.6,-13,2,-4,1
CNC(=O)c1cc2c(s1)CCCCCC2,0,-1.5,-8,5,-6,1,-0.4,-18,34,-2,11
CCOC(=O)c1ccc(NC(=O)CCc2c(C)nc3ncnn3c2C)cc1,-4,0.6,-1,-4,8,1,1.0,-2,-6,1,-6
COC(=O)c1ccc(Nc2ccc3nonc3c2[N+](=O)[O-])cc1,-5,-2.0,-5,-2,-7,-4,-4.3,19,-23,0,-9
CCOc1ccccc1N1CCN(C(=O)NC(C)c2ccc(F)c(F)c2)CC1 (stereo not given),2,0.1,-4,-1,-14,-4,-0.7,-53,1,-4,-4
CCCc1nnc(NC(=O)CN2C(=O)C3C4C=CC(C4)C3C2=O)s1 (stereo not given),-4,3.3,-11,0,-8,-5,0.9,8,-6,1,-1
C/C(=N\NC(=O)CCc1c[nH]c2ccccc12)c1ccc([N+](=O)[O-])cc1,-14,1.2,-16,-1,5,1,-0.5,5,-6,-1,-3
CCCCCNC1=CC(=O)CC(c2ccccc2)C1 (stereo not given),-4,-0.3,-3,3,-6,0,-0.3,-8,-8,3,10
CC(=O)c1ccc(N2CCN(CC(=O)Nc3cc(C)on3)CC2)cc1,2,0.1,16,-6,-3,7,0.8,-7,483*,0,-5
O=C(O)c1sccc1Oc1ccc(F)cc1[N+](=O)[O-],1,0.8,-3,33,-8,2,1.4,-5,438,2,-16
COc1ccc(-n2ncc3c(NCc4ccc5c(c4)OCO5)ncnc32)cc1,5,-0.5,2,-1,-7,0,-1.3,nt,-17,2,1
Cc1cc(=O)n2cc(-c3ccccc3)nc2[nH]1,-6,-0.8,1,-1,-19,0,-0.6,nt,9,-4,4
Cc1ccc2c(c1)C(=O)N1[C@H]3c4ccccc4OC[C@@H]3[C@H](c3ccccc3)[C@]1(C)C(=O)N2,-1,-0.6,9,nt,-13,-4,3.4,105*,+,1,1

# Not a retest: an excerpt of the list.
SMILES,dFosB act,CDK5 inh,RTF Ca sens inh,NSD2 inh,PvdQ acylase,RTF Ca sens act,C-LANA FP,PfHsp90 yeast 2,SUMO Mot1 rescue,Keap1-Nrf2 PPI,Rtt109 HAT inh
COC(=O)CC(N)c1ccc(Br)cc1 (stereo not given),1,-1.1,-10,22,6,2,0.4,-3,-8,-4,14
O=C(CNC(=O)/C(=C/c1ccccc1)NC(=O)c1ccc(Br)cc1)OCc1ccccc1,8,-2.3,-18,-1,-13,0,3.3,-9,14,-3,-3
O=C(N1CCOCC1)N1CCCN(C(=O)N2CCOCC2)CC1,1,2.8,4,0,-5,0,1.4,-28,-1,-2,-25

# New compounds follow.
SMILES,dFosB act,CDK5 inh,RTF Ca sens inh,NSD2 inh,PvdQ acylase,RTF Ca sens act,C-LANA FP,PfHsp90 yeast 2,SUMO Mot1 rescue,Keap1-Nrf2 PPI,Rtt109 HAT inh
CCCN(CC(=O)Nc1ccccc1C)C(=O)C1CC(=O)N(c2ccccc2C(C)CC)C1 (stereo not given),-13,-0.8,-9,-2,-2,5,3.9,nt,-3,4,5
CCC(C(=O)NC1CCCC1)n1nc(C)n2c(cc3occc32)c1=O (stereo not given),-10,-0.1,-1,4,-16,0,-0.7,14,9,-2,-4
O=C(NCC(c1ccco1)N1CCc2ccccc2C1)c1ccccc1 (stereo not given),-5,-1.8,-1,-1,-18,2,0.2,-6,-6,0,-8
O=C(Nc1cccnc1)Nc1cccc(F)c1,-7,0.6,-8,-7,-2,-3,-0.9,-6,-4,-3,3
O=C1CN(c2ccc(Br)cc2)C(=O)N1CC(=O)N1CCCc2ccccc21,-9,0.0,6,3,3,-7,-0.7,8,324,-2,25

# From PubChem
